Screening data as filed in PubChem BioAssay.
ALOX12 inh = Primary qHTS assay for inhibitors of human arachidonate 12S-lipoxygenase (ALOX12): Round 2. Polyunsaturated fatty acid lipoxygenase ALOX12 (Homo sapiens), P18054. purified 12hLO, xylenol orange hydroperoxide absorbance. Potency, µM (highest dose often 108 µM), without a hit: at the top dose activity change, negative = inhibition, actives largely listed as inhibitors. hit rate 1.1% among 580,000; active = well fitted inhibition curve with a large enough effect; inconclusive = small, poorly fitted or top-dose-only effect, or another doubt; inactive = no such curve, though single readings can be large or run the other way
Target sequence (P18054 whole entry, looked up): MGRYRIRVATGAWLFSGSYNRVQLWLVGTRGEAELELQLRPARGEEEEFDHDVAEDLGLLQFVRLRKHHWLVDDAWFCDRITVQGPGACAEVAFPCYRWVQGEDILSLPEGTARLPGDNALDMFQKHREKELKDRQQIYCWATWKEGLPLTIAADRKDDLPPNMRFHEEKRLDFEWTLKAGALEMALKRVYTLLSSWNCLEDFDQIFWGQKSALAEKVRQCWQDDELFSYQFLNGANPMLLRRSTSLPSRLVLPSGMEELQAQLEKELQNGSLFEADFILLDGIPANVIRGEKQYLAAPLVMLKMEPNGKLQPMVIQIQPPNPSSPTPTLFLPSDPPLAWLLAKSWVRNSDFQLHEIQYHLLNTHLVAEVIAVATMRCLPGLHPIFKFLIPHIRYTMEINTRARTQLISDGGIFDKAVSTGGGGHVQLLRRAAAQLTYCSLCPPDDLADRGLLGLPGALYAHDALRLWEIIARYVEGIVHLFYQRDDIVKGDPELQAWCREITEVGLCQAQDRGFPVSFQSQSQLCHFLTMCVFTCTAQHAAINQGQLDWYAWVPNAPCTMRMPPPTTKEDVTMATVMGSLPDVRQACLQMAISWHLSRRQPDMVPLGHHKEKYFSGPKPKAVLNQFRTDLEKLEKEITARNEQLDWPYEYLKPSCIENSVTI
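Purified human 12hLO at 150 nM in 25 mM Hepes, 0.01% Triton X-100, pH 7.0, preincubated 15 min at room temperature with compound. Reaction started with 40 uM arachidonic acid, 30 min at room temperature. Hydroperoxide measured by Fe-xylenol orange, 573/405 nm absorbance ratio.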
The depositor's hits bear a star; ? = inconclusive; [ ] = dose if it differs, or a comment. % is set by controls: 0 for no effect and ±100 for the full control effect; potency is the fitted concentration of half-maximal effect.

#	smiles	ALOX12 inh
1	COc1ccc2c(C)c(CC(=O)N3CCCCC3)c(=O)oc2c1C	-2.4%
2	Oc1ccccc1CN1C[C@H](O)C[C@H]1c1nc(-c2ccc3c(c2)OCO3)no1	-5.8%[176 µM]
3	CNC(=O)[C@@H]1CN(C(=O)c2cc(F)ccc2F)C[C@H]1COC	31.7%[activator]
4	Cc1ccc(OCCSc2nc3ccccc3n2CCC(=O)O)c(C(C)C)c1	-13.3%
5	CCc1ccc2cc(F)cc(F)c2n1	15.5%
6	CCOC(=O)COc1ccc2c(=O)c(-c3ccc(Br)cc3)c(C(F)(F)F)oc2c1	-4.8%
7	COc1cccc(NC(=O)Cn2c(C)cc3nc4n(c(=O)c32)CCCC4)c1	8.0%
8	NC(=O)CN1CCCC(c2nc(-c3cn4ccccc4n3)no2)C1 (stereo not drawn)	27.1%
9	O=C1NCCCCCCN[C@H]2C[C@H](c3nc(Cc4ccccc4)no3)C[C@@H]12	?
10	O=C(COc1ccc([N+](=O)[O-])cc1)Nc1ccc2oc(-c3ccccc3Br)nc2c1	16.7%
11	CC1(C(=O)Nc2ccc3c(c2)OCO3)CCN1C(=O)Cc1cccs1 (stereo not drawn)	0.8%
12	CCOC(=O)C1(Cc2ccccc2C(F)(F)F)CCN(C(C)Cc2cccc(C)n2)CC1 (stereo not drawn)	25.5%
13	OCCC1CN(Cc2c(F)ccc(F)c2F)CCN1C1CCCC1 (stereo not drawn)	23.6%
14	COc1ccccc1N1CCN(C(=O)CCNS(=O)(=O)c2ccc3[nH]c(=O)ccc3c2)CC1	-38.0%
15	O=C(c1ccco1)N1CC(F)(F)C[C@H]1c1nc(-c2ncccn2)no1	9.9%
16	O=C([C@H]1C[C@H](Oc2cccnc2)CN1C(=O)Cc1ccccc1)N1CCOCC1	22.9%
17	CCOCCCNC(=O)CS(=O)Cc1nc(-c2cccc(C)c2)oc1C (stereo not drawn)	26.9%
18	CC(C)c1ccc(C(O)Cn2ccn3nc(-c4ccc(F)cc4)cc3c2=O)cc1 (stereo not drawn)	6.4%
19	CCCCCOc1ccc(C(=O)Nc2ccc(-c3ccccc3)cc2)cc1	-25.9%
20	COc1ccc(N2Cc3c(NCCc4ccccn4)ncnc3N(C)CC2=O)cc1	44.1%
21	OC[C@@H]1CN(Cc2ccc(-c3ccccc3)cc2)C[C@H](n2cnc3c(N4CCOCC4)ncnc32)O1	-7.2%
22	CCCCNC(=O)N1CC(C(=O)NCc2ccco2)CC(c2ccc(OC)c(OC)c2)C1 (stereo not drawn)	16.1%
23	CC1(C(=O)NS(=O)(=O)c2ccccc2)CCN1C(=O)c1ccccc1 (stereo not drawn)	-2.0%
24	Cc1ccc(CNC(=O)N2CCC(c3noc(-c4ccccc4)n3)C2)cc1 (stereo not drawn)	-12.9%
25	N#CC(=C(N)Sc1ccccc1N)C(C#N)=C(N)Sc1ccccc1N	21.7µM*
26	CCOc1ccc(CCN2C(=S)N([C@@H](Cc3ccc(O)cc3)CN3CCC[C@@H]3CN3C(=S)NC[C@@H]3Cc3ccc(O)cc3)C[C@@H]2Cc2ccc(O)cc2)cc1	?
27	O=C(NCC1(Cn2cccn2)CC1)c1ccc(C2CCNC2)cc1 (stereo not drawn)	11.5%
28	CCCNC(=O)C(N)Cc1c[nH]c2ccccc12 (stereo not drawn)	?
29	O=C(CC[C@H]1NC(=O)c2ccccc2NC1=O)NCCc1nc2ccccc2[nH]1	34.5%[activator]
30	Cc1oc2c(c1C(=O)NCc1cccnc1)CN(Cc1ccc(F)cc1)CC2	9.2%
31	CN(C)C(=O)N1CCN(C(=O)[C@@H](Cc2ccccc2)NC(=O)[C@H]2O[C@@H](n3ccc(N)nc3=O)[C@H](O)[C@@H]2O)CC1	3.9%
32	CCOc1cc(N2CCOCC2)c(OCC)cc1NC(=O)c1cccc(S(=O)(=O)N2CC(C)OC(C)C2)c1 (stereo not drawn)	3.4%
33	COc1ccc(CCNC(=O)c2cc[nH]c2C2CCCN(C(C)=O)C2)c(OC)c1 (stereo not drawn)	16.1%
34	CCN(CC)C(=O)CN1CCN(c2nc(-c3ccccn3)nc3scc(-c4ccccc4)c23)CC1	10.6%
35	O=C(CC(=O)c1ccc(Cl)cc1)c1ccc(Cl)cc1	15.8%
36	Cc1cc(C)c2c(n1)SCC(=O)N2CCCC(=O)NCc1ccccc1Br	-0.2%
37	Cc1c(CN2CCC(N(C(=O)NCCc3ccccc3)C3CCOCC3)CC2)cnn1C	41.7%[activator]
38	O=C([C@@H]1C[C@H](Oc2cccnc2)CN1)N1CCOCC1	-2.1%
39	C=CCN1CC2(CCC1=O)CCN(C(=O)[C@H](N)c1ccccc1)CC2	4.1%
40	CC(=O)OC[C@@H]1CN(Cc2ccccc2)C[C@H](n2cnc3c(NC4CC4)ncnc32)O1	-2.8%
41	COc1ccc(-c2csc(N3N=C(C)CC3c3cc(OC)c(OC)c(OC)c3)n2)cc1 (stereo not drawn)	-1.6%
42	Cn1nc2n(c1=O)CCN(C(=O)c1cc(C3CC3)[nH]n1)CC2	26.6%
43	Cn1nc(C(=O)NCCc2cccs2)c2ccccc2c1=O	5.9%
44	O=C(COC(=O)c1ccc(F)cc1[N+](=O)[O-])c1ccc(Br)cc1	-0.6%
45	COc1cc(C(=O)NC2CCN(c3cc(-c4ccccc4)[nH]n3)CC2)cc(OC)c1OC	17.2%
46	CN(CCO)Cc1cc(=O)oc2cc3c(cc12)CCC3	2.6%
47	CCC1CN(Cc2c(C)nc3sccn23)Cc2cc(OC)ccc2O1 (stereo not drawn)	6.7%
48	O=C(c1ccc2c(c1)OCO2)N1CCC2(CC(c3cccnc3)=NO2)C1 (stereo not drawn)	6.3%[6.33 µM]
49	Cc1nc(CN2CCOc3cc([S+](=O)([O-])N(C)C)ccc3C2)cs1	99.0%[activator][176 µM]
50	CCc1ccc(NC(=O)Cn2ccn(-c3cccc(OC)c3)c(=O)c2=O)cc1	-24.5%
51	CCOc1ccc(NC(=O)c2ncoc2-c2cccs2)cc1	12.3%
52	COc1ccc(C(=O)Cn2c(=O)oc3cc(S(=O)(=O)N4CCOCC4)ccc32)cc1F	?
53	Cc1ccc(NC(=O)Cn2nc3n(c2=O)CCCCC3)cc1F	54.9%[activator]
54	Cc1cc(/C=N/NC(=O)c2ccoc2C)cc(C)c1O	18.3%
55	Nc1nccnc1C(=O)NCc1ccc(C(F)(F)F)cc1	?
56	Cc1nc([C@@H]2CN(S(=O)(=O)c3ccc4c(c3)CCCC4)C[C@H]2C(N)=O)n[nH]1	26.9%
57	CN(Cc1ccccc1)C(=O)C[C@@H]1c2nc(NC(=O)C3CCC3)sc2C[C@@H]2[C@](C)(CO)[C@H](O)CC[C@]21C	-12.0%
58	O=C([C@@H]1C[C@H](Oc2cccnc2)CN1C(=O)Nc1ccccc1F)N1CCCC1	-5.7%
59	CC(NC(=O)c1ccccc1C(F)(F)F)C1CC2CCC1C2 (stereo not drawn)	24.6%
60	O=C(Cn1cc(Br)c(=O)[nH]c1=O)N1CCCCCC1	7.8%

ALOX12 inh: what is marked active above
#	smiles	ALOX12 inh
25	N#CC(=C(N)Sc1ccccc1N)C(C#N)=C(N)Sc1ccccc1N	21.7µM*

Continuation:
#	smiles	ALOX12 inh
61	O=C(c1cccnc1)N1CC[C@H](c2nc3ccccc3o2)C1	-23.5%[176 µM]
62	O=c1[nH]c2ccccc2nc1-c1nnnn1C1CCCC1	?
63	Cc1ncsc1CN1CCC(C(=O)N2CCCCCCNC(=O)CC2)CC1	35.8%[activator]
64	COCC1CN(C(C)=O)CC12CCN(C(=O)CSC)CC2 (stereo not drawn)	-3.1%
65	COc1cccc(-c2ccc3c(c2)O[C@H](CN(C)C(=O)c2ccccc2F)[C@H](C)CN([C@H](C)CO)S3(=O)=O)c1	?
66	COC1CCN(c2ncc(C(C)(C)C(=O)O)c(N3CCOCC3)n2)CC1	3.4%
67	CN(C)C(C(=O)NCc1cc(F)c(F)c(F)c1F)c1cccc(F)c1 (stereo not drawn)	22.8%
68	Cc1ccccc1CC(=O)NC(C)C1CCCO1 (stereo not drawn)	47.3%[activator]
69	COc1ccc(C2(C(=O)NCc3cc(F)cc(F)c3)CCOCC2)cc1	-17.9%[6.33 µM]
70	Fc1ccc2nc(-c3ccccc3)ccc2c1	11.5%
71	Cc1nnc(N2CCN(C(=O)Nc3ccccc3)CC2)c2nn(-c3ccc(Cl)cc3)c(C)c12	?
72	Cc1cc(C)n2c(C(=O)N[C@@H]3COCC[C@@H]3OCc3ccccc3)nnc2n1	-0.6%
73	Cc1cccc(S(=O)(=O)N2CCN(C3CCN(Cc4ccccn4)C3=O)CC2)c1 (stereo not drawn)	5.0%
74	OC(c1cccc(C(F)(F)F)c1)c1nc(Nc2ccncc2)n[nH]1 (stereo not drawn)	79.9%[activator][176 µM]
75	O=C(CCNc1c(-c2cccc(F)c2)nc2cnccn12)NCc1ccccc1F	-20.9%
76	COc1ccccc1C(=O)Nc1cccc(C2OC(=O)N(Cc3ccc(C)cc3)C2C(N)=O)c1 (stereo not drawn)	39.2%[activator]
77	O=C(c1ccoc1)N1CCC2(CCCCO2)CC1	0.0%
78	Cc1nc(-c2ccc(S(=O)(=O)Nc3ccc(Cl)cc3C)cc2)co1	?
79	CC(NC(=O)CSCC(N)=O)c1ccc(Cl)s1 (stereo not drawn)	?
80	Nc1nn(Cc2ccc(Cl)cc2Cl)cc1Br	?
81	CC(=O)Nc1ccc(NC(=O)COc2cccc3ccccc23)cc1	?
82	CCn1c(CCC(N)=O)nnc1SC(C)C(=O)c1c[nH]c2ccccc12 (stereo not drawn)	?
83	Cc1cc(C(=O)OCCCN(C)C2CN(Cc3cn(Cc4ccccc4C(F)(F)F)nn3)S(=O)(=O)C2)no1 (stereo not drawn)	-25.2%
84	C=CCCC(CN1CCCC1)Oc1cncc(C(=O)N2CCCC2)n1 (stereo not drawn)	51.3%[activator]
85	CCc1nccn1CCCNc1nc(CCN)nc2ccccc12	1.1%
86	CC(C)CNC(=O)N1CCCN(Cc2ccncc2)C(c2ccccc2)CC(=O)NCC1 (stereo not drawn)	43.8%[activator]
87	COC(=O)c1ccc(NC(=O)c2cnccn2)cc1	3.7%
88	Cn1ccc2c(N3CCCCC3)cc3c(c21)C1CCC3C1 (stereo not drawn)	?
89	CC1CN(C(=O)COC(=O)c2cc(=O)[nH]c3ccccc23)CC(C)O1 (stereo not drawn)	8.2%
90	Cn1ccc2c(C(=O)NCC3CCC(=O)N3)nc(-c3ccccc3)cc21 (stereo not drawn)	-7.9%[176 µM]

Another view of part of the listing above:
6) CCOC(=O)COc1ccc2c(=O)c(-c3ccc(Br)cc3)c(C(F)(F)F)oc2c1
  ALOX12 inh: -4.8%
9) O=C1NCCCCCCN[C@H]2C[C@H](c3nc(Cc4ccccc4)no3)C[C@@H]12
  ALOX12 inh: ?

Further entries:
#	smiles	ALOX12 inh
91	C=CCNC(=O)CN1CCC(c2cc3ccccc3[nH]2)CC1	18.9%
92	COc1ccc(C(=O)N2CC3CC(C2)[C@H]2CCCC(=O)N2C3)c(C)c1 (stereo partly drawn)	33.7%
93	COc1ccc(-c2cc(N3CCN(C(=O)c4c[nH]c5ccccc45)CC3)n[nH]2)cc1	26.2%
94	CCOc1ccc(Nc2nc(-c3ccccc3)c(C(=O)Nc3cccnc3)s2)cc1	14.3%
95	COc1cccc(NC(=O)O[C@@H]2CC[C@]3(C)C(CC[C@@H](O)[C@H]3CC(=O)N3CC[C@H](NC(C)=O)C3)[C@]2(C)CO)c1 (stereo partly drawn)	45.1%[activator]
96	CC(=O)Nc1ccc(CN2CCC3(CC2)CC(NC(C)=O)c2ccccc2O3)cc1 (stereo not drawn)	20.8%[6.33 µM]
97	CC(C)N(C)Cc1ccc(-c2nc(-c3ccncc3)cc(=O)[nH]2)cc1	-18.1%
98	O=C1CCCCN1CC(=O)N1CCCC(CCc2ccc(F)cc2F)C1 (stereo not drawn)	-28.7%
99	O=C(c1cc2ccccc2o1)N1CCCC2(COc3ccccc3[S+](=O)([O-])N2)C1 (stereo not drawn)	2.7%[6.33 µM]
100	O=C(CC1C(=O)NCCN1Cc1cccc(Oc2ccccc2)c1)NCc1ccoc1 (stereo not drawn)	?
101	O=C(c1ccc(=O)[nH]c1)N1C[C@@H](COCC2CC2)[C@H](c2ccncc2)C1	9.3%
102	CC(C)(C)CCN1CCC(F)(c2nc(-c3ccccc3)no2)CC1	27.1%
103	CC(C)CCNC(=O)CCC1CCN(S(=O)(=O)c2cccc(F)c2)CC1	7.1%
104	CC(=O)Nc1ccccc1-c1c(C)nn2c1N(CCCc1ccccc1)CCC2	15.8µM*
105	COc1c(C)cnc(CN2CCN(C(C(=O)O)c3c[nH]c4ccc(CO)cc34)CC2)c1C (stereo not drawn)	8.5%
106	CCc1cn(C[C@H](NC(=O)c2ccco2)C(=O)O)c(=O)[nH]c1=O	-0.3%[176 µM]
107	C=Cc1ccc(CN2C(=O)N(c3ccc(C)cc3)S(=O)(=O)c3ccccc32)cc1	?
108	Cn1c(=O)c2c(nc(Cl)n2CC(=O)NCC23CC4CC(CC(C4)C2)C3)n(C)c1=O	12.9%
109	Cc1cnc(CNC(=O)CC2C(=O)NCCN2CCCc2ccccc2)cn1 (stereo not drawn)	30.8%[activator]
110	Cc1oc(-c2nc(C#N)c(NC3CC3)o2)cc1S(=O)(=O)N(C)C	32.7%[activator]
111	O=Cc1cn(-c2ccccc2)nc1-c1cccc([N+](=O)[O-])c1	-12.0%
112	O=C(Nc1ccc(Cl)cc1C(F)(F)F)c1ccc(F)cc1	22.0%
113	COCCN1C(=O)CC[C@]2(C(=O)NCc3cccnc3)CCCC[C@@H]12	-1.1%

Copied from the list:
CCc1cn(C[C@H](NC(=O)c2ccco2)C(=O)O)c(=O)[nH]c1=O in ALOX12 inh has -0.3%[176 µM]
CCOc1ccc(Nc2nc(-c3ccccc3)c(C(=O)Nc3cccnc3)s2)cc1 in ALOX12 inh has 14.3%

A portion of the library; the hit share may differ from the screen's.
